Source: PubChem (several laboratories)
TRPC4 block: inhibitors of mouse TRPC4 channel. Q9QUQ5. HEK293 TRPC4beta/mu-opioid, DAMGO-evoked Fluo4 calcium flux; active compounds read low. B-score at 10 µM. 300,000 tested, 0.39% active. AID 2247;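 active means B-score over 3 SD under the library average, no early fluorescence shift, positive overall ratio signal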
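Material: HEK293 cells with stable TRPC4beta plus mu-opioid receptor expression; probe or stimulus: DAMGO in two steps, submaximal then maximal; technique: Fluo4 calcium fluorescence by kinetic imaging, 5 s 1 Hz baseline; measure: integrated fluorescence ratio relative to baseline, converted to per-well B score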
Platelet DG rel: platelet dense granule release activity | human platelet-rich plasma, SFLLRN dense granule ATP release, luminescence | inhibition, %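 (compounds screened at 7.5 µM in platelet-rich plasma)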 | 300,000 tested, 0.22% active | AID 1663;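 active means mean replicate score, as percent of positive control, at or above 50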
KCNK9 inh: inhibitors of human KCNK9 two-pore domain potassium channel | B-score at 10 µM | Q9NPC2 | AID 488922 | HEK293 KCNK9, FluxOR thallium flux fluorescence; active compounds read low | 310,000 tested, 1.2% active;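 active means ratio B-score over 3 SD below the library mean, with starting fluorescence within 5 SD of its mean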;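 further: negative B-score means less thallium flux so channel inhibition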
Target sequence (Q9NPC2 whole entry, looked up, the tested form may be a part): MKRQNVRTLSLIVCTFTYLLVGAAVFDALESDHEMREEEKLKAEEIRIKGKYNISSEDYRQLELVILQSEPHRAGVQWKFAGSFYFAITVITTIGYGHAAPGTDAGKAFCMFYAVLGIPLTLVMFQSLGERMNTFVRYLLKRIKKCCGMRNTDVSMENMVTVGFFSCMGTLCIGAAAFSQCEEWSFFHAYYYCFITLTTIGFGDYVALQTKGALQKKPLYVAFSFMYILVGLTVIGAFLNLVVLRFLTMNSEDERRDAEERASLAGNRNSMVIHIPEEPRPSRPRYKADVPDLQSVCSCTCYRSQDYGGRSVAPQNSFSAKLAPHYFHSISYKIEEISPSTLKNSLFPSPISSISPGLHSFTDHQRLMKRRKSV
KCNQ1 act: human KCNQ1 channel potentiation or activation; CHO-K1 KCNQ1, thallium flux FluxOR fluorescence; active compounds read high; 310,000 tested, 0.35% active; AID 2648; P51787; B-score at 10 µM;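 active means fluorescence ratio B-score, a plate-corrected score, at least three library SD, with initial intensity B-score within 5 SD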
Target sequence (P51787 whole entry, looked up): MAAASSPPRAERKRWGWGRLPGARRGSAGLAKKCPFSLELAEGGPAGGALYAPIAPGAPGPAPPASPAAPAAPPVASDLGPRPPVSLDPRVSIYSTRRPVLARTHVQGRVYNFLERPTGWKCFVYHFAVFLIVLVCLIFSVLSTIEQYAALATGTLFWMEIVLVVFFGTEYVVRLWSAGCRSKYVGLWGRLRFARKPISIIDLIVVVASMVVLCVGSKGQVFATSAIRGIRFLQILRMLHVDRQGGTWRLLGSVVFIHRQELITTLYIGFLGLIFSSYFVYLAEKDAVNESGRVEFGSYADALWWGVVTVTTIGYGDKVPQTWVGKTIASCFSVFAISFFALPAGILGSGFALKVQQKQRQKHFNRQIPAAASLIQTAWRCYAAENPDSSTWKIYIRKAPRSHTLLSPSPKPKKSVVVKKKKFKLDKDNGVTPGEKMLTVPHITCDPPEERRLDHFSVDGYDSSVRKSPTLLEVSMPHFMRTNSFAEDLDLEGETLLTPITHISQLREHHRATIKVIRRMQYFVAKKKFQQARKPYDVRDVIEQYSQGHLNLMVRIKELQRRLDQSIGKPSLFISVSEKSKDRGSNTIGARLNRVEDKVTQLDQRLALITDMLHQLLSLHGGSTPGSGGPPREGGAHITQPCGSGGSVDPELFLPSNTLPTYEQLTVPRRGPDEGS
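Test system: CHO-K1 cells stably expressing KCNQ1 / Medium: assay buffer / Also added: depolarizing K+/Tl+ stimulus, K2SO4 and Tl2SO4 each 12.5 mM in 5x stock / Incubation: 90 min dye loading and 20 min compound exposure, both at room temperature / Signal: thallium influx via FluxOR fluorescence, kinetic imaging / Evaluation: B score of baseline-normalized fluorescence ratio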
KCNQ1 block: blocks the human KCNQ1 potassium channel; CHO-K1 KCNQ1, FluxOR thallium flux fluorescence; active compounds read high; B-score at 10 µM; 310,000 tested, 1.3% active;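 active means compounds whose thallium flux B-score, printed positive for inhibition, exceeds three library SD while starting fluorescence stays within three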;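 further: channel opened by potassium depolarization with thallium stimulus after 20 min compound exposure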
Dyrk1A ADPGlo: inhibitors of rat Dyrk1A kinase. 310,000 tested, 0.43% active. AID 504441. ADP-Glo luminescence, NFATc1 peptide. inhibition, % at 12.5 µM; in the data active means inhibition above about 50%;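 further: plate controls were vehicle with enzyme for no effect and no enzyme for full effect; many of its hits are not listed in these tables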
KCNK3 inh: human KCNK3 channel inhibition, primary screen. CHO-KCNK3 thallium flux, FluxOR fluorescence; active compounds read low. B-score at 10 µM. 340,000 tested, 0.84% active. AID 602410;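 active means B-score under library mean minus 4 SD, starting fluorescence ratio at most library mean plus 5 SD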;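 further: more negative B-score means stronger inhibition of thallium flux through KCNK3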
hERG protect: hERG (human) protection from proarrhythmic block | AID 1511 | Q12809 | activation (rescue from dofetilide block), less the hit threshold, % at 10 µM | CHO-hERG, FluxOR thallium flux, dofetilide IC70 present | 310,000 tested, 0.51% active;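 active means activation above the mean of controls blocked by dofetilide plus 5 SD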;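 further: thallium influx through hERG after potassium depolarization seen as dye fluorescence rise; in these data hits start at about 4.7%; inactives centre near -7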
TRPC4 potent: allosterically enhances the mouse TRPC4 cation channel; Q9QUQ5; HEK293 TRPC4beta/mu-opioid, DAMGO EC20, Fluo-4 Ca2+ flux; active compounds read high; B-score at 10 µM; 310,000 tested, 0.42% active;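 active means B-score of calcium response area above 5 SD of library B-scores, with initial fluorescence ratio within 5 SD of library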;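 further: B-score of integrated fluorescence ratio over time as area under calcium response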
PolyA inhibitor: blocks polyadenylation in yeast reporter cells; S. cerevisiae SKY197-pL101 polyadenylation reporter, beta-gal luminescence; efflux-impaired pdr1/pdr3 knockout yeast; score 100 = 6 SD above DMSO; calls only at 12 µM; 300,000 tested, 0.02% active; AID 1875;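 active means lowest replicate activity score at least 50, where 100 means six control SD above control mean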;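 further: yeast exposed to compound for 9 h at 30 °C; higher score means more reporter readthrough which indicates perturbed polyadenylation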
TRPC4 agonist: activators of mouse TRPC4 channel; 310,000 tested, 0.49% active; AID 2237; B-score at 10 µM; Q9QUQ5; HEK293 TRPC4beta/mu-opioid, Fluo4 calcium fluorescence; active compounds read high;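 active means B-score above 5 SD of library B-scores, and initial fluorescence ratio not above library mean plus 5 SD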;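 further: positive B-score marks a calcium rise read as TRPC4 activation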
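Incubation: 45 min room-temperature Fluo4 loading, 110 s read / System: HEK293 cells stably co-expressing mouse TRPC4beta and mu-opioid receptor / Signal: Fluo4 fluorescence, kinetic / Control set: buffer (low) and maximal DAMGO (high) / Measure: integrated baseline-normalised fluorescence ratio, converted to per-well B score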
An asterisk follows results filed as active; i = inactive; x = no result given. An excerpt; the hit share may differ from the screen's.

SMILES	TRPC4 block	Platelet DG rel	KCNK9 inh	KCNQ1 act	KCNQ1 block	Dyrk1A ADPGlo	KCNK3 inh	hERG protect	TRPC4 potent	PolyA inhibitor	TRPC4 agonist
O=C(CN1C(=O)C2CCCCN2C(=O)c2ccccc21)N1CCCc2ccccc21 (configuration not stated)	i	2	i	i	i	-15	i	-7	i	i	i
COc1ccc(NC(=S)N(CCN(C)C)C(C)c2ccco2)cc1 (configuration not stated)	i	-2	i	i	i	-2	i	-3	i	i	i
Cc1ccc(C(=O)N2CCN(C3CCCCC3)CC2)s1	i	-5	i	i	i	7	i	-7	i	i	i
Cn1c(=O)c2c(nc(CN3CCN(c4ccccc4)CC3)n2CCN2CCOCC2)n(C)c1=O	i	8	i	i	i	x	x	-6	i	i	i
CC(=O)N1c2ccc(S(=O)(=O)NCC3CCC(C(=O)NCc4ccc(C)cc4)CC3)cc2CC1C (configuration not stated)	i	-5	i	i	i	-7	i	-9	i	i	i
Cc1cccc(NC(=O)c2cc3c(n(-c4ccccc4)c2=O)CCCC3=O)n1	i	13	i	i	i	7	i	-7	i	i	i
COCC(C)NC(=O)c1cc2cc(OC)ccc2[nH]1 (configuration not stated)	i	-6	i	i	i	1	i	-5	i	i	i
Cc1ccc(/C=C2/NC(=O)N(c3ccccc3)C2=O)o1	i	0	i	i	i	5	i	-8	i	i	i
Cc1cc([N+](=O)[O-])cc2c1NC(=O)C2(O)N1CCCC(C)C1 (configuration not stated)	i	5	i	i	i	-1	i	-1	i	i	i
COC(=O)CSc1nnc(CNC(=O)c2cccc(C)c2)n1-c1ccccc1OC	i	1	i	i	i	15	i	-10	i	i	i
CCCCCN(C(=O)CCC(=O)OCC(=O)N1CCCCC1C)c1c(N)n(CCCC)c(=O)[nH]c1=O (configuration not stated)	i	9	i	i	i	-1	i	-16	i	i	i
Cc1cc(C)c(NC(N)=S)c(C)c1	i	2	i	i	i	x	i	-6	i	i	i
COc1cccc(CNC(=O)N2CCN(S(=O)(=O)c3ccc(C)cc3)CC2)c1	i	5	i	i	i	-4	i	-8	i	i	i
CCOc1ccc(CCNC(=O)COC(=O)COc2ccccc2C)cc1OCC	i	-1	i	i	i	3	i	-18	i	i	i
C#CCn1cnc2c(cnn2-c2ccc(C)c(C)c2)c1=O	i	-1	i	i	i	7	i	-2	i	i	i
Cc1cc(=O)[nH]c(SCc2ccccc2)n1	i	-4	i	i	i	-3	i	1	i	i	i
COc1cc(NC(=S)NCCN2CCOCC2)cc(OC)c1	i	12	i	i	i	-3	i	-3	i	i	i
COc1ccc(S(=O)(=O)NCCCCCC(=O)O)cc1C(=O)O	i	0	i	i	i	1	i	-10	i	i	i
CCOC(=O)c1c(-c2ccc(OC)cc2)oc2ccc(OCC(N)=O)cc12	i	0	i	i	i	0	i	-5	i	i	i
Cn1nnnc1SCC(=O)Nc1ccc(Oc2ccccc2)cc1	i	10	i	i	i	3	i	-13	i	i	i
Nc1nc(-c2ccc3c(c2)OCCO3)cs1	i	4	i	i	i	30	i	-6	i	i	i
CN1CCCCC1=NCCCn1cnc2c1c(=O)n(C)c(=O)n2C	i	-5	i	i	i	2	i	-13	i	i	i
O=C(Nc1ccccc1)N1CCn2c(nc3ccccc32)C1	i	-2	i	i	i	11	i	-4	i	i	i
Cc1ccc2occ(/C=N/NC(N)=S)c(=O)c2c1	i	-1	i	i	i	-2	i	-12	i	i	i
CCOCCOC(=O)C1=C(C)N(C)C(=O)NC1c1cc(Cl)c(O)c(OCC)c1 (configuration not stated)	i	4	i	i	i	5	i	-5	i	i	i
COC(=O)CCN(C(=O)c1ccc(C)c([N+](=O)[O-])c1)c1ccccn1	i	1	i	i	i	3	i	-5	i	i	i
CCOC(=O)c1c(NC(=O)Cn2cnc([N+](=O)[O-])n2)sc2c1CCC(C)C2 (configuration not stated)	i	-6	i	i	i	-5	i	-10	i	i	i
CCOC(=O)Cn1c(CN2CCN(C(c3ccccc3)c3ccccc3)CC2)nc2c1c(=O)n(C)c(=O)n2C	i	2	i	i	i	-3	-8.8*	-15	i	i	i
CCOC(=O)c1c(C)oc2c1c(C(c1cccnc1)N1CCOCC1)c(O)c1ccccc12 (configuration not stated)	i	5	i	i	i	4	i	-13	i	i	i
CCOC(=O)Cn1nc(C)c(NC(=O)COc2ccc([N+](=O)[O-])cc2)c1C	i	3	i	i	i	x	i	-6	i	i	i
COc1ccc(CCNc2oc(-c3ccc(OC)c(OC)c3)nc2C#N)cc1	i	2	i	i	i	5	i	-10	i	i	i
CN1CCN(S(=O)(=O)c2cccc(C(=O)Nc3cc(C(F)(F)F)ccc3N3CCCC3)c2)CC1	i	3	i	i	i	-6	i	-8	i	i	i
Cc1ccc2c(CC(=O)NCCc3ccc(S(N)(=O)=O)cc3)coc2c1	i	-11	i	i	i	-2	i	-12	i	i	i
O=C(COC(=O)c1ccco1)Nc1nc2c(F)c(F)c(F)cc2s1	i	-3	i	i	i	0	i	-9	i	i	i
O=C(Cn1c(=O)[nH]c2ccccc2c1=O)Nc1cccnc1	i	-6	i	i	i	1	i	-5	i	i	i
NC(=O)C1CCN(C(=O)c2cc3ccccc3cc2O)CC1	i	3	i	i	i	-2	i	-9	i	i	i

Some values from the list:
Dyrk1A ADPGlo with Cc1ccc2c(CC(=O)NCCc3ccc(S(N)(=O)=O)cc3)coc2c1 → -2
hERG protect with CCOC(=O)c1c(C)oc2c1c(C(c1cccnc1)N1CCOCC1)c(O)c1ccccc12 (configuration not stated) → -13

New compounds follow
SMILES	TRPC4 block	Platelet DG rel	KCNK9 inh	KCNQ1 act	KCNQ1 block	Dyrk1A ADPGlo	KCNK3 inh	hERG protect	TRPC4 potent	PolyA inhibitor	TRPC4 agonist
CSCC[C@H](NC(=O)OC(C)(C)C)C(=O)N1CCC(C(=O)N[C@@H](C)C(=O)NC(C)c2ccccc2)CC1 (some centres not stated)	i	-3	i	i	i	2	i	-11	i	i	i
O=C(Nc1nccs1)C12CC3CC(C1)CC(C(=O)Nc1nccs1)(C3)C2	i	5	i	i	i	x	i	-5	i	i	i
C=Cc1ccc(C(=O)N2CCCC(CCC(=O)N3CCN(c4ccccn4)CC3)C2)cc1 (configuration not stated)	i	12	i	i	i	-7	i	-14	i	i	i
CCN(CC)S(=O)(=O)c1cccc(-c2nnc(C(=O)c3ccc(C(F)(F)F)cc3)o2)c1	i	-7	i	i	i	-3	i	-7	i	i	i
CCCCOC(=O)c1ccc(NC(=O)C(CCS(C)(=O)=O)NC(C)=O)cc1 (configuration not stated)	i	8	i	i	i	0	i	-10	i	i	i
Cc1c([N+](=O)[O-])c(C(=O)NC2CCCC2)nn1C	i	10	i	i	i	-9	i	-3	i	i	i
CC(=O)N1CCC(=NNC(=O)c2cc3ccccc3cc2O)CC1	i	7	i	i	i	11	i	-8	i	i	i
O=C(NN1CCOCC1)c1ccccc1	i	19	i	i	i	1	i	-9	i	i	i
O=C(Nc1nc(-c2ccc(F)c(F)c2)cs1)Nc1ccc(F)cc1F	i	14	i	i	i	2	i	-7	i	i	i
CCCn1c(SC(C)C(=O)NCC2CCCO2)nc2cc(Cl)ccc2c1=O (configuration not stated)	i	3	i	i	i	-1	i	-9	i	i	i
COCc1cc(C)nc(N2CCCCC2)c1C#N	i	0	i	i	i	9	i	-7	i	i	i
Cc1nc(Nc2ccccc2F)c2nnn(Cc3ccccc3Cl)c2n1	i	6	i	i	i	-4	i	1	i	i	i
CCc1nc(SCC(=O)Nc2ccccc2Cl)n[nH]1	i	1	i	i	i	7	i	-8	i	i	i
N#Cc1c(C#N)c(O)c2ccccc2c1O	i	x	i	i	i	11	i	-1	i	i	i
CCn1c(CC(=O)Nc2ccc(Cl)c(Cl)c2)nnc1SCc1ccc(Cl)cc1	i	6	i	i	i	1	i	-2	i	x	i
Cc1cc(C)cc(NC(=S)NCC2CCN(C(C)c3ccccc3)C2)c1 (configuration not stated)	i	-1	i	i	i	12	i	-17	i	i	i
Cc1ccc(C(C)NC(=O)c2ccc3c(c2)OCCO3)cc1C (configuration not stated)	i	-2	i	i	i	5	i	-6	i	i	i
Cc1ccc2c(c1)C1CN(C)CCC1N2C(=S)Nc1ccc(Cl)cc1Cl (configuration not stated)	i	8	i	i	i	x	i	-14	i	i	i
COc1cc(Cl)ccc1OCc1cc(C(=O)N2CCC(N(C)C)C2)no1 (configuration not stated)	i	-1	i	i	i	-1	i	-9	i	i	i
COc1ccccc1NC(=O)Cn1cnc2c1c(=O)n(C)c(=O)n2C	i	-2	i	i	i	-6	i	-7	i	i	i
Cn1c(SCC(=O)Nc2ccc(Cl)cc2)nnc1C1CC1	i	4	i	i	i	0	i	-1	i	i	i
CCC(=O)Nc1ccc(/C=C(\C(C)=O)C(=O)c2ccccc2)cc1	i	0	i	i	i	10	i	-9	i	i	i
CCOC(=O)C(Cc1ccccc1)NC(=O)CCCC(=O)c1ccccc1 (configuration not stated)	i	11	i	i	8*	-4	i	-16	i	i	i
C=CCn1c(SCC(=O)c2cc(C)n(CC3CCCO3)c2C)nnc1-c1ccccc1 (configuration not stated)	i	-1	i	i	i	5	i	-11	i	i	i
CCN(CC)C(=O)c1ccc(S(=O)(=O)c2ccccc2)cc1	i	15	i	i	i	-3	i	-7	i	i	i
CC(=O)N1c2ccccc2CCc2ccc([N+](=O)[O-])cc21	i	-8	i	i	i	4	i	-4	i	x	i
COc1ccc(Br)cc1/C=N/Nc1ccccn1	i	1	i	i	i	4	i	-6	i	i	i
O=c1[nH]c(-c2cccs2)nc2ccccc12	i	6	i	i	i	9	i	-5	i	i	i
CN1CCN(CCC(=O)N2c3ccccc3Sc3ccc(Cl)cc32)CC1	i	-7	i	i	i	4	i	-5	i	i	i
Cc1nc(C(F)(F)F)c(C(=O)N=CN(C)C)s1	i	3	i	i	i	2	i	-5	i	i	i
